Screens as filed in PubChem BioAssay.
All columns: NCI-60 one-dose screen, growth in % after 48 h at 10 µM unless noted; 100 = growth as untreated, 0 = no growth, -100 = all killed.
HOP-92 = HOP-92 NSCLC cells | 71,000 tested, 6.3% active | AID 1794738
K-562 = K-562 leukemia | 78,000 tested, 7.4% active
CCRF-CEM = CCRF-CEM leukemia; AID 1794778; 77,000 tested, 7% active
RPMI-8226 = RPMI-8226 leukemia cells | 77,000 tested, 7.5% active | AID 1794781
EKVX = EKVX NSCLC; 71,000 tested, 3% active; AID 1794765
HOP-62 = HOP-62 NSCLC | 80,000 tested, 3.9% active | AID 1794735
SR = SR leukemia cells; 73,000 tested, 8.7% active; AID 1794780
MOLT-4 = MOLT-4 leukemia cells. AID 1794779. 80,000 tested, 6.9% active
* = called active by the depositor; . = no result given; & = joins results of further samples. Rule for the calls: active = growth percent below 10; inactive = the rest.

#1 O=C(/C=C/c1cn(-c2ccccc2)nc1-c1ccccc1)OCc1cn(-c2cccc([N+](=O)[O-])c2)nn1
#2 CCc1ccc(Oc2cn[nH]c2-c2ccc(OCc3ccc(F)cc3)cc2O)cc1
#3 O=c1cc(-c2ccccc2)oc2cc(OCCCC[P+](c3ccccc3)(c3ccccc3)c3ccccc3)cc(O)c12
#4 NC1=CNNc2c3ncnc-3ncn21
#5 CCCCOC(=O)C(N)Cc1ccc(O)cc1 (stereo unspecified)
#6 C=CCN1c2cccc3cccc(c23)N(CC=C)C1c1cn(-c2ccccc2)nc1-c1cccc([N+](=O)[O-])c1

assay / compound,1,2,3,4,5,6
HOP-92,.,.,.,100,99,100
K-562,76,97,-24*,97,101,81
CCRF-CEM,81,.,-76*,96,112,92
RPMI-8226,80,.,-67*,104,115,80
EKVX,86,90,-98*,.,103,84
HOP-62,82,99,-64*,105,.,90
SR,87,90,-40*,105,103,81
MOLT-4,86,71,-42*,98,112,84

#7 N#Cc1c(Nc2ccccc2)nn2c(-c3ccc(Cl)cc3)ccnc12
#8 CCOC(=O)c1cc(-c2ccc(Cl)cc2)n(-c2ccc(Cl)cc2Cl)c1C
#9 CC(=O)NNC(=S)N/C=C/c1c(C)ccc([N+](=O)[O-])c1[N+](=O)[O-]
#10 Cc1ccc(NCCN(C)CC(C)O)c2c(=O)c3ccccc3sc12 (stereo unspecified)
#11 CCOC(=O)C1C(=O)CC(=O)C(C(=O)OCC)C1c1ccc(O)cc1 (stereo unspecified)
#12 CC(C)(C)c1cc(NCc2cccnc2)n(-c2ccccc2)n1

assay / compound,7,8,9,10,11,12
HOP-92,82,101,100,32,110,94
K-562,104,87,102,0.2*,136,96
CCRF-CEM,104,96,100,31,95,86
RPMI-8226,101,96,103,19,108,70
EKVX,102,99,99,86,109,118
HOP-62,115,93,103,48,106,92
SR,96,71,93,2.5*,112,95
MOLT-4,106,90,95,2.6*,112,105

#13 Cc1cc(C)n(-c2nc3sc(C(N)=O)c(C)c3c(=O)n2Cc2ccccc2)n1
#14 CCOC(=O)CSc1ncnc2c1c(-c1ccccc1)c(-c1ccccc1)n2-c1cccc(Cl)c1
#15 CCCCN(CCCC)CCCCCCCCCCO
#16 OC1c2ccccc2C=Cc2ccccc21
#17 Cc1ccc2nc(-c3ccc(OCC(=O)NN)cc3)[nH]c2c1
#18 Nc1ccc(S(=O)(=O)Nc2cc(F)cc(F)c2)cc1

assay / compound,13,14,15,16,17,18
HOP-92,93,66,129,82,83,100
K-562,.,89,94,98,88,72
CCRF-CEM,.,94,98,83,87,93
RPMI-8226,108,90,133,97,97,106
EKVX,92,97,.,.,63,80
HOP-62,98,80,104,113,81,.
SR,.,84,81,.,90,112
MOLT-4,.,79,83,93,87,73

#19 Cc1ccc(S(=O)(=O)NC(=O)c2ccccc2)cc1
#20 Cc1cc(C)c(O)c(Br)c1
#21 C1Cc2onc(-c3noc4c3CCC4)c2C1
#22 Nc1cccc(N)c1
#23 O=S(=O)(NCCCNc1nccc(-c2[nH]c(-c3ccccc3)nc2-c2ccc(F)c(O)c2)n1)c1ccc(C(F)(F)F)cc1
#24 NS(=O)(=O)c1ccc(CCn2c(SCC(=O)N/N=C/c3ccccc3F)nc3ccccc3c2=O)cc1

assay / compound,19,20,21,22,23,24
HOP-92,109,.,108,146,72,.
K-562,.,109,109,80,9.9*,56
CCRF-CEM,.,94,101,82,4.6*,60
RPMI-8226,108,106,113,107,16,56
EKVX,104,105,104,87,70,97
HOP-62,.,89,103,87,62,83
SR,108,95,99,87,1.0*,58
MOLT-4,114,77,110,74,17,58

#25 CCCCOC(=O)c1cccc([N+](=O)[O-])c1
#26 COc1cc(CNC(=O)CCCC/C=C/C(C)C)ccc1OCc1cn(-c2ccc(C)c(C)c2)nn1
#27 O=C(/C=C/c1c[nH]c2ccccc12)c1cc2ccccc2oc1=O
#28 Cc1ccc(NC(=O)c2cccc(C(=O)Nc3ccc(C)cc3C)c2)c(C)c1
#29 Cc1ccc2ncc(-c3nnn(-c4ccc(Cl)cc4)c3C)c(C(=O)O)c2c1
#30 C(=N\Nc1nnc2n1N=C(c1ccccc1)CS2)/c1ccco1

assay / compound,25,26,27,28,29,30
HOP-92,100,79,103,.,83,109
K-562,144,77,51,87,93,94
CCRF-CEM,1.6*,85,65,.,96,97
RPMI-8226,90,78,83,80,90,97
EKVX,93,76,85,.,99,104
HOP-62,109,90,113,93,89,108
SR,132,79,24,95,83,102
MOLT-4,122,86,56,74,85,100

#31 c1cc(OCCN2CCCCCC2)ccc1CNc1ccc2nc(CCC3CCCCC3)[nH]c2c1
#32 COc1ccc(-c2nc(-c3ccccc3)c(-c3ccccc3)n2CCCCC(=O)O)cc1
#33 O=NN(C(=O)NC1CCC(C(=O)O)CC1)C1CCC(C(=O)O)CC1 (stereo unspecified)
#34 COc1cc2nc(-c3ccc(-n4cncc4-c4ccc(F)cc4F)cc3)sc2c(OC)c1OC
#35 CCCCc1nc(/C=N/Nc2nc(Nc3ccccc3)nc(Nc3ccc(S(N)(=O)=O)cc3)n2)c(Cl)[nH]1
#36 CCN(CC)c1ccc(/C=C/c2cc(C)c3ccccc3n2)cc1

assay / compound,31,32,33,34,35,36
HOP-92,23,82,99,.,60,82
K-562,3.0*,92,95,43,38,25
CCRF-CEM,30,97,92,70,12,53
RPMI-8226,4.3*,90,82,65,97,66
EKVX,80,85,.,68,102,93
HOP-62,60,93,104,127,101,47
SR,26,95,95,61,12,44
MOLT-4,25,99,102,56,41,23

#37 CCN1CCN(c2cc(C)c3cc(NC(=O)c4ccc(OC)c(OC)c4)ccc3n2)CC1
#38 O=C(Nc1ccccc1)c1ccccc1O
#39 CCOC(=O)/C(C#N)=C/c1ccc(N(C)C)cc1
#40 Cc1cnc(Nc2ccc(N3CCN(C)CC3)cc2)nc1Nc1ccc(Cl)c(NS(=O)(=O)C(C)(C)C)c1
#41 COc1ccc(CC[N+](C)(C)C)cc1OC
#42 COc1cc(-c2ccc(NC(=O)NC3CC3)c(OC)c2)ccc1NC(=O)NC1CC1

assay / compound,37,38,39,40,41,42
HOP-92,56,91,89,-28*,112,.
K-562,7.2*,93&100,99,7.6*,105,31
CCRF-CEM,7.9*,89&91,90,34,106,48
RPMI-8226,17,89,100,5.6*,135,36
EKVX,.,106&99,93,32,99,95
HOP-62,51,95&108,96,14,82,101
SR,1.6*,100,77,-3.9*,103,1.4*
MOLT-4,16,93,98,10.0*,86,38

Compound profiles, as listed above. Values in the order: HOP-92	K-562	CCRF-CEM	RPMI-8226	EKVX	HOP-62	SR	MOLT-4
Profile of COc1ccc(CC[N+](C)(C)C)cc1OC : 112	105	106	135	99	82	103	86
Profile of O=C(Nc1ccccc1)c1ccccc1O : 91	93&100	89&91	89	106&99	95&108	100	93

(further entries)
#43 COC(=O)[C@]1(C)CCC[C@]2(C)[C@H]3C[C@H]4C(C(C)C)=C[C@]3(CC[C@H]21)[C@@H]1C(=O)NC(=O)[C@@H]14
#44 CCOC(=O)c1sc(NC(=O)COc2ccc(/C=C3\CCc4cc(OC)ccc4C3=O)cc2)nc1C
#45 Cn1cc(-c2csc(-c3c[nH]c4ccc(Br)cc34)n2)c2cccnc21
#46 Cc1ccc(C(C)C)cc1OCO
#47 N#C/C(=C\N1CCNC1=S)c1nc2ccccc2s1
#48 O=C(O)c1ccc(-c2nn(-c3ccc(C(F)(F)F)cc3)cc2C(c2oc(CO)cc(=O)c2O)c2oc(CO)cc(=O)c2O)cc1

assay / compound,43,44,45,46,47,48
HOP-92,78,106,87,57,90,91
K-562,73,72,94,90,101,55
CCRF-CEM,89,-63*,79,96,97,53
RPMI-8226,96,42,85,95,101,52
EKVX,87,91,74,102,94,93
HOP-62,98,103,104,107,78,101
SR,81,44,114,91,87,62
MOLT-4,54,7.6*,91,76,98,91

#49 C=C[C@@H]1C[C@H](O)Cc2c(C)cc(C)cc2N1
#50 CCOC(=O)NCn1c(=O)[nH]c2ccccc2c1=O
#51 O=C1CCCc2nc3ccccc3c(/C=C/c3ccc(F)cc3)c21
#52 O=c1[nH]c2ccccc2cc1-c1nc2ccccc2n2cccc12
#53 CSc1nc(-c2cccc(NC(=O)CCl)c2)c(C#N)c(=O)n1C
#54 COc1ccc(/C=C2\N=C(C)N(CCc3ccc(S(=O)(=O)NC(=S)NCc4ccccc4)cc3)C2=O)cc1OC

assay / compound,49,50,51,52,53,54
HOP-92,75,98,83,27,43,78
K-562,92,87,99,77,11,41
CCRF-CEM,-19*,89,93,77,-16*,72
RPMI-8226,85,82,100,70,-18*,49
EKVX,87,79,83,.,71,52
HOP-62,91,90,103,105,99,91
SR,83,.,.,.,.,61
MOLT-4,-46*,84,88,.,14,60

#55 Cc1cc(=O)oc2cc(OCC(=O)Nc3ccc(C(=O)/C=C/c4ccccc4)cc3)ccc12
#56 CCCCCOC(=O)c1ccc(NC(=O)CN2CCOCC2)cc1
#57 O=C(CCc1ccc(O)c(O)c1)c1c(O)cc(O)c([C@@H]2O[C@H](CO)[C@@H](O)[C@H](O)[C@H]2O)c1O
#58 COc1ccccc1-n1c(-c2cc3ccccc3nc2Cl)noc1=O
#59 COc1cc2c(c3c1OCO3)C(c1ccc3c(c1)OCO3)=NC(C)C2 (stereo unspecified)
#60 CC(=O)C(C)(CCC#N)CCC#N

assay / compound,55,56,57,58,59,60
HOP-92,84,84,33,62,88,117
K-562,84,117,90,58,55,102
CCRF-CEM,98,101,97,76,89,105
RPMI-8226,54,100,102,63,94,103
EKVX,102,98,95,66,.,102
HOP-62,93,97,100,77,98,106
SR,74,.,92,71,70,101
MOLT-4,98,113,91,84,81,106

#61 O=C(O)C(Cc1ccc(O)cc1)N1C(=O)CSC1=S (stereo unspecified)
#62 C/C(=N\N=C(/C)C1CC(CC(=O)O)C1(C)C)C1CC(CC(=O)O)C1(C)C (stereo unspecified)
#63 O=C(Nc1ccccc1-c1n[nH]c(=S)[nH]c1=O)C(F)(F)F
#64 c1ccc(-c2cc(=[N+]3CCOCC3)c3ccccc3o2)cc1
#65 COC(=O)/C=C/C(=O)OC

assay / compound,61,62,63,64,65
HOP-92,105,93,80,84,109
K-562,87,87,99,105,103
CCRF-CEM,103,91,95,94,.
RPMI-8226,111,113,91,105,101
EKVX,95,109,61,74,.
HOP-62,98,111,95,107,113
SR,.,.,95,92,99
MOLT-4,96,83,99,103,103

Entries shown so far that contain an NH in an aromatic ring (10):
#2 CCc1ccc(Oc2cn[nH]c2-c2ccc(OCc3ccc(F)cc3)cc2O)cc1
#17 Cc1ccc2nc(-c3ccc(OCC(=O)NN)cc3)[nH]c2c1
#23 O=S(=O)(NCCCNc1nccc(-c2[nH]c(-c3ccccc3)nc2-c2ccc(F)c(O)c2)n1)c1ccc(C(F)(F)F)cc1
#27 O=C(/C=C/c1c[nH]c2ccccc12)c1cc2ccccc2oc1=O
#31 c1cc(OCCN2CCCCCC2)ccc1CNc1ccc2nc(CCC3CCCCC3)[nH]c2c1
#35 CCCCc1nc(/C=N/Nc2nc(Nc3ccccc3)nc(Nc3ccc(S(N)(=O)=O)cc3)n2)c(Cl)[nH]1
#45 Cn1cc(-c2csc(-c3c[nH]c4ccc(Br)cc34)n2)c2cccnc21
#50 CCOC(=O)NCn1c(=O)[nH]c2ccccc2c1=O

assay / compound,2,17,23,27,31,35,45,50
HOP-92,.,83,72,103,23,60,87,98
K-562,97,88,9.9*,51,3.0*,38,94,87
CCRF-CEM,.,87,4.6*,65,30,12,79,89
RPMI-8226,.,97,16,83,4.3*,97,85,82
EKVX,90,63,70,85,80,102,74,79
HOP-62,99,81,62,113,60,101,104,90
SR,90,90,1.0*,24,26,12,114,.
MOLT-4,71,87,17,56,25,41,91,84

#52 O=c1[nH]c2ccccc2cc1-c1nc2ccccc2n2cccc12
#63 O=C(Nc1ccccc1-c1n[nH]c(=S)[nH]c1=O)C(F)(F)F

assay / compound,52,63
HOP-92,27,80
K-562,77,99
CCRF-CEM,77,95
RPMI-8226,70,91
EKVX,.,61
HOP-62,105,95
SR,.,95
MOLT-4,.,99
